From PubChem BioAssay
Tn7 DDE FP = inhibitors of Tn7 peptide binding to human fibrin DD(E). P02675. FP displacement of FITC-Tn7 peptide from fibrin DD(E); 0% = median of compound wells per plate. inhibition, % at 8.3 µM. hit rate 0.13% among 370,000. AID 720508;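 active means inhibition above the mean of compounds falling within the control limits plus 3 SD of them, cut at about 14% in these data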;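 further: 0% = plate median of compound wells and 100% = 10 µM Aha-Tn7 peptide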
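Assay system: Human fibrin DD(E) protein | Medium: Tris buffer with calcium and detergent, pH 7.8 | Reagent: 0.1 µM fluorescent Tn7 | Compound dosing: Single point at 8.3 µM | Times: 10 min preincubation, 3 h with tracer, room temperature | Detection: Fluorescence polarization of the labelled Tn7 tracer | Controls: Aha-Tn7 high control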
MBD2 DNA inh = blocks human MBD2 binding to methylated DNA. Q9UBB5. TR-FRET, MBD2 binding to methylated oligonucleotide. inhibition, % at 4.4 µM. hit rate 0.31% among 370,000. AID 686964; in the data active means inhibition above about 13%
Target sequence (Q9UBB5 whole entry, looked up): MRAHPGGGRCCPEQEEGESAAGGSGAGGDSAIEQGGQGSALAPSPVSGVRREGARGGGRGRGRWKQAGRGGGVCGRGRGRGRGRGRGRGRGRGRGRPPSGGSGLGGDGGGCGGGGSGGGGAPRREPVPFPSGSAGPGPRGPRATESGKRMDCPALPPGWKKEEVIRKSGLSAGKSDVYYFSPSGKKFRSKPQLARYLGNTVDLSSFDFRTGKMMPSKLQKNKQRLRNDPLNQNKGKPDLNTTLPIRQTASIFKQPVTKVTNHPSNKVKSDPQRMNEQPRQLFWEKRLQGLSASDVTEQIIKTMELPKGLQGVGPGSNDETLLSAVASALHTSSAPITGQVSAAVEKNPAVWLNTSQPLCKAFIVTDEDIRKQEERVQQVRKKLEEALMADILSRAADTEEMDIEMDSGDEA
ASAP1 GAP inh = inhibitors of human ASAP1 ArfGAP activity; ASAP1-stimulated ARF1 GTP hydrolysis, GDP FP detection; inhibition, % at 16.5 µM; AID 624377; hit rate 0.19% among 360,000; in the data active means inhibition above about 25%;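 further: 0% = vehicle with enzyme and substrate and 100% = no enzyme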
Target sequence (Q9ULH1 325-724 limits assumed): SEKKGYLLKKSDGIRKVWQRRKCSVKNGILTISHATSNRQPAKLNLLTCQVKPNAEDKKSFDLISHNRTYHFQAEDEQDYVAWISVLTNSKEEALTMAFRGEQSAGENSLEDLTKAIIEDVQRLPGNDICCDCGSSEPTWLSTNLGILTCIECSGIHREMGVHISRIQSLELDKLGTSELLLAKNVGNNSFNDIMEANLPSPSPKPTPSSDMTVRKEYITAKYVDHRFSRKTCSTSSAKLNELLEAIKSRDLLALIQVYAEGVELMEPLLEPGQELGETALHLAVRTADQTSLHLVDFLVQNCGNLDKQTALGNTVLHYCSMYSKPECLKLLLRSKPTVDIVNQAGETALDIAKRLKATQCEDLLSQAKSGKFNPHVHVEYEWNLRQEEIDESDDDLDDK
ARFGAP1 inh = inhibitors of rat ARFGAP1; Arfgap1-stimulated ARF1 GTP hydrolysis, GDP FP detection; Q62848; inhibition, % at 16.5 µM; hit rate 0.26% among 360,000;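 active means inhibition above a per-plate limit, mean inhibition of low control wells plus 3 SD, cut at about 25% in these data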;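 further: 0% = DMSO wells with enzyme and 100% = wells lacking Arfgap1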
Target sequence (Q62848 1-136 limits assumed): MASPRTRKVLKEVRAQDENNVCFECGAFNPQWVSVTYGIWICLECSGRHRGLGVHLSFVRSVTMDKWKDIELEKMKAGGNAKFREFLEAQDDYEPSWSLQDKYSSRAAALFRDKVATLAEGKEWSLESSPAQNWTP
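system = rat Arfgap1 catalytic domain, aa 1-136 | technique = FP, GDP Alexa 633 tracer displaced from anti-GDP antibody, 620/688 nm | compound = one concentration, 16.5 µM, DMSO 1.26% | medium = HEPES-based buffer, pH 7.5 | timing = compound-enzyme preincubation 20 min, reaction 120 min, detection 60 min, 25 °C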
UHRF1 MBD2 ctr = UHRF1 methyl-DNA binding inhibition; hit rate 0.75% among 370,000; inhibition, % at 4.4 µM; AID 687016; Q96T88; UHRF1 binding to methylated oligo, TR-FRET; in the data active means inhibition above about 21%;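 further: UHRF1 SRA domain binding a hemimethylated CpG hairpin DNA probe; 0% = median of test compound wells and 100% = reference inhibitor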
PLC-beta3 inh = inhibitors of human phospholipase C beta3 | AID 720704 | inhibition, % at 12.2 µM | hit rate 0.18% among 370,000 | Purified PLC-beta3, fluorogenic substrate, fluorescence; in the data active means inhibition above about 11%;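 further: 0% = median of compound wells on plate and 100% = full blocker control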
PLC-gamma1 inh = inhibitors of human phospholipase C gamma1; P19174; purified PLC-gamma1, fluorogenic substrate, fluorescence; inhibition, % at 12.2 µM; hit rate 0.84% among 370,000; AID 720700; in the data active means inhibition above about 9.5%
ADAM17 inh = inhibitors of human ADAM17; recombinant ADAM17, EDANS/DABCYL FRET peptide cleavage; inhibition, % at 6.95 µM; hit rate 0.83% among 370,000;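 active means inhibition above the mean of compounds lying between control limits plus 3 SD, set per campaign, cut at about 8.5% in these data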;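 further: 0% = DMSO-only wells as the low control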
DDE Tn6 FP inh = inhibitors of Tn6 peptide binding to human fibrin DD(E) | P02675 | Fibrin DD(E) TRITC-Tn6 fluorescence polarization displacement | inhibition, % at 8.3 µM | hit rate 0.21% among 370,000 | AID 720509;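 active means inhibition above a per-campaign cutoff: mean of compounds within control limits plus 3 SD, cut at about 15% in these data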;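 further: 0% = median of all compound wells on the plate and 100% = blocking peptide control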
KLK7 zymogen act = activates the human kallikrein-7 zymogen; P49862; purified proKLK7, EDANS-DABCYL substrate fluorescence; 100% is mature enzyme control, 0% vehicle; activation, % at 7 µM; hit rate 0.9% among 370,000; AID 652039;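 active means activation above the mean of all tested compounds plus 3 SD, computed per campaign excluding outliers beyond control limits, cut at about 13% in these data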
The depositor's hits bear a star; . = not tested or not shown.

SMILES	Tn7 DDE FP	MBD2 DNA inh	ASAP1 GAP inh	ARFGAP1 inh	UHRF1 MBD2 ctr	PLC-beta3 inh	PLC-gamma1 inh	ADAM17 inh	DDE Tn6 FP inh	KLK7 zymogen act
Cc1cc(C)c(C(=O)C[n+]2cccc(C(N)=O)c2)c(C)c1	5.9	1.2	14.2	-1.3	-0.1	-16.1	-7.8	-0.6	5.5	0.9
CC(C(=O)N1CCOCC1)N1c2cccc3cccc(c23)S1(=O)=O (configuration not stated)	-0.6	-7.8	-1.2	0.2	-5.8	-178.0	-152.2	-30.1	2.5	-0.1
O=C(COc1ccc(Cl)cc1)NC1=NN(c2ccccc2)C(=O)C1	1.0	-6.7	-4.5	-7.9	-6.9	3.1	0.9	0.7	3.1	-0.4
CC1CCC(NC(=O)CCNS(=O)(=O)c2ccc3c(c2)CCC(=O)N3)CC1 (configuration not stated)	0.3	2.6	8.2	-7.2	-1.1	-2.6	0.4	-3.2	-1.9	-0.5
CCCCCCCN1CCC(=O)N(CCO)CC1	-1.1	-1.8	-7.3	0.7	0.3	2.8	-0.5	-0.4	3.2	-0.3
CC(C)C[C@@H](CN1CCC[C@@H]1CN1C(=O)C(=O)NC[C@@H]1Cc1ccccc1)N1C[C@H](Cc2ccc(O)cc2)N(CC2CCCCCC2)C(=O)C1=O	12.2	0.7	-5.1	-19.6	-0.4	1.1	-0.4	1.1	1.8	1.0
O=C(c1ccc2c(c1)OCO2)C1CCCN(Cc2c(F)ccc(F)c2F)C1 (configuration not stated)	-4.6	4.2	6.1	1.5	11.7	-7.2	4.7	-2.4	-11.8	-0.4
Cc1ccc(S(=O)(=O)Cc2ccc(C(=O)N3CCN(c4cc(C)ccc4C)CC3)o2)cc1	-2.4	-5.3	-8.4	6.7	-2.6	0.6	1.2	-1.1	1.7	0.7
C[C@@H](NC(=O)[C@@H]1Cc2ccccc2CN1C(=O)OC(C)(C)C)C(=O)NCc1ccco1	-4.3	-1.8	10.4	1.4	0.5	-8.6	1.7	-4.7	3.1	0.8
COc1ccc(NC(=O)CS(=O)CC(=O)Nc2ccc(NC(C)=O)cc2)cc1 (configuration not stated)	3.8	1.1	-14.5	5.3	-1.6	2.7	-1.7	-3.8	-3.6	-0.4
O=C(Nc1nnc(-c2cc(Cl)ccc2Cl)o1)C1=COCCO1	-4.9	2.1	5.1	0.6	5.5	-5.3	4.0	-0.9	-3.1	0.1
COC(=O)c1cc2sccc2n1Cc1nc(-c2ccc(OC)cc2)oc1C	-0.1	-2.6	16.6	16.9	4.9	1.5	-0.3	-1.5	-8.2	0.1
Cc1ccc2cc(CCNC(=O)c3cccc([N+](=O)[O-])c3)c(=O)[nH]c2c1C	-3.1	-1.6	11.4	2.1	5.7	-0.8	10.4*	0.8	-4.2	0.2
Cn1c(=O)c2ncn(CC(=O)NCCOc3ccc(C(C)(C)C)cc3)c2n(C)c1=O	-2.4	-0.5	5.7	2.7	-1.3	2.5	1.9	-1.4	0.1	0.1
CC1Sc2ccccc2N(CC(=O)N(C(C)C)C(C)C)C1=O (configuration not stated)	4.6	1.2	0.9	-14.0	-1.0	0.2	-0.7	-2.0	6.6	-0.5
CCc1nnc(NC(=O)CSc2nnc(C)n2Cc2ccccc2)s1	4.3	-2.9	-5.5	4.4	-0.9	3.2	0.8	-1.8	6.7	-0.8
CC[C@]12c3[nH]c4cc(CCC(=O)N(C)C)ccc4c3CCN1C(=O)[C@@H](CC(=O)NCc1cccc(C(F)(F)F)c1)C[C@@H]2C(=O)N1CCN(C(=O)C2CC2)CC1	-10.7	0.9	-2.2	13.3	-0.8	-3.1	0.6	-2.6	1.2	-0.2
CC(C(=O)NCc1ccccc1)N1CCN(c2ccc(F)cc2)CC1 (configuration not stated)	-1.6	-1.1	11.8	3.0	-1.6	-2.3	3.6	-1.4	-0.3	0.2
CC(C)Nc1nc(Cl)nc(NNC(=O)C(C)Oc2ccccc2)n1 (configuration not stated)	0.5	-3.2	-1.1	-6.0	5.4	4.1	6.8	9.0*	7.3	-0.2
O=c1cc(-c2ccccc2)[nH]c2ccc(F)cc12	-1.5	7.9	-6.9	5.8	6.0	-11.3	-15.1	-12.7	-4.1	0.8
Cc1ccc(-n2ccnc2SCC(=O)O)c(C)c1	2.3	1.9	-4.7	-3.9	-0.1	-0.2	-0.8	-3.8	1.9	-0.2
Cc1occc1C(=O)Nc1ccc2ccccc2c1	-4.7	8.6	5.0	7.1	3.0	-4.6	-5.1	3.0	-8.9	0.8
O=S(=O)(CCSc1ccc(C(F)(F)F)cn1)c1ccccc1	1.2	-3.1	-6.6	6.5	-0.2	-4.2	0.7	-1.5	1.0	-0.2
CC(C)(C)c1ccc(OCC(=O)NNC(=S)NC(=O)c2ccco2)c(Br)c1	-0.8	2.0	17.7	4.1	-3.5	-8.3	-1.7	0.7	-1.6	0.0
COC(=O)C1CN(Cc2ccc(OC)cc2)CCS(=O)(=O)N1Cc1cn(Cc2ccc(Cl)cc2)nn1 (configuration not stated)	7.2	2.3	.	.	15.2	-0.1	1.6	-3.7	-9.2	0.2

Ordered by value in MBD2 DNA inh (rising): 3 of the compounds above.
SMILES	Tn7 DDE FP	MBD2 DNA inh	ASAP1 GAP inh	ARFGAP1 inh	UHRF1 MBD2 ctr	PLC-beta3 inh	PLC-gamma1 inh	ADAM17 inh	DDE Tn6 FP inh	KLK7 zymogen act
COc1ccc(NC(=O)CS(=O)CC(=O)Nc2ccc(NC(C)=O)cc2)cc1 (configuration not stated)	3.8	1.1	-14.5	5.3	-1.6	2.7	-1.7	-3.8	-3.6	-0.4
Cc1cc(C)c(C(=O)C[n+]2cccc(C(N)=O)c2)c(C)c1	5.9	1.2	14.2	-1.3	-0.1	-16.1	-7.8	-0.6	5.5	0.9
COC(=O)C1CN(Cc2ccc(OC)cc2)CCS(=O)(=O)N1Cc1cn(Cc2ccc(Cl)cc2)nn1 (configuration not stated)	7.2	2.3	.	.	15.2	-0.1	1.6	-3.7	-9.2	0.2

(continued)
SMILES	Tn7 DDE FP	MBD2 DNA inh	ASAP1 GAP inh	ARFGAP1 inh	UHRF1 MBD2 ctr	PLC-beta3 inh	PLC-gamma1 inh	ADAM17 inh	DDE Tn6 FP inh	KLK7 zymogen act
Cc1ccc(C(=O)N/N=C2\SCC(=O)N2c2cc(C)ccc2C)cc1	11.5	-0.5	-7.0	-0.1	-0.7	-1.7	-0.6	-3.5	-0.1	0.1
Cc1cc(Cl)ccc1NC(=O)C1COc2ccccc2O1 (configuration not stated)	-2.0	-1.5	-2.6	2.3	0.3	1.6	8.6	4.9	-0.2	-0.2
Cc1nc(C)c(-c2ccc(SCC(=O)Nc3cccc(Cl)c3)nn2)s1	-2.3	-2.8	-3.3	9.0	-2.8	-7.1	-1.0	1.3	-3.3	0.7
O=C(COC(=O)[C@@H]1CCCN1S(=O)(=O)c1ccccc1F)NCc1ccc2c(c1)OCO2	-0.5	1.3	5.3	9.0	1.4	-3.2	0.6	3.2	-3.0	-0.1
COCCNc1nc(-c2ccccc2)nc2c1oc1ccccc12	9.3	1.7	6.7	1.6	-3.5	-6.7	0.4	0.7	1.0	0.4
CCCCSc1cc(=O)[nH]c(N)n1	-8.3	0.1	2.7	3.7	-0.7	-3.6	1.4	-0.7	3.0	0.3
CN(CCc1ccccc1)C(=O)c1cccc(NC(=O)Cc2cccc(NC(=O)C3CCN(C(=O)c4ccccc4)CC3)c2)c1	-3.5	-2.4	8.0	8.1	-0.6	2.0	0.6	-1.1	-1.5	0.5
Cc1ccc(CN2CCN(Cc3cccc4c3OCO4)CC2CCO)cc1 (configuration not stated)	-6.7	-4.7	12.3	9.9	0.3	15.0*	4.7	5.3	7.0	-0.7
CCn1cc(C(=O)O)c(=O)c2cc(F)c(N3CCN(C(=S)NC(=O)c4ccccc4C)CC3)cc21	-1.1	3.9	-2.7	17.6	0.2	-27.5	-15.8	-25.3	4.9	-3.1
CN1CCN(CC(=O)c2cc(C(C)(C)C)c(O)c(C(C)(C)C)c2)CC1	0.4	0.5	-5.5	-4.5	-1.0	-3.8	-0.1	-0.3	-3.6	0.1
COC(=O)c1sccc1NC(=O)CC1C(=O)NCCN1C(=O)Nc1ccc(OCc2ccccc2)cc1 (configuration not stated)	-1.2	0.0	19.0	-3.5	1.3	-6.5	0.0	0.6	4.0	1.6
Cc1ccc(F)c(S(=O)(=O)NC(=O)C2(C)CCN2C(=O)C/C=C/c2ccccc2)c1 (configuration not stated)	-1.1	-1.6	-2.8	-4.5	0.3	-2.2	-5.3	4.5	-2.8	-0.5
COc1ccccc1-n1cnc2cc(NC(=O)c3ccco3)ccc21	0.7	-3.7	-12.7	-7.2	1.1	2.8	-2.0	-3.3	3.5	-0.4
Cn1c(=O)c2c(-c3ccc(C(C)(C)C)cc3)n(CC3CCCO3)cc2n(C)c1=O (configuration not stated)	-1.9	-1.9	-4.4	-3.2	2.1	-3.5	0.3	0.2	2.0	-0.6
Nc1c(-c2ccc(F)cc2)cnn1C1CCS(=O)(=O)C1 (configuration not stated)	2.4	1.2	4.9	-2.2	2.3	0.4	3.5	-4.3	8.2	-0.5
Cc1cc(F)ccc1C(=O)N1CCC(Oc2cccnc2)CC1	-6.3	-0.2	.	.	0.6	3.9	-1.8	1.3	-1.5	-0.6
COc1cc(SC)ccc1C(=O)Nc1c(Cl)cncc1Cl	-3.4	-5.0	4.1	0.8	0.6	-0.1	1.6	0.8	-9.9	-0.2
Nc1nc(-c2cccs2)c(-c2cccs2)s1	-0.4	2.0	1.2	9.2	-4.6	-103.9	-82.4	1.0	0.2	0.0
CC12CCC(=O)N1C(C(=O)OCC(=O)Nc1cccc(Br)c1)CS2 (configuration not stated)	3.9	-7.1	-11.7	2.6	-2.8	-0.1	2.3	-1.1	0.1	0.6
Cc1n[nH]c(=O)nc1N1CCc2ccccc2C1	3.4	0.2	-19.7	0.1	1.5	5.5	4.0	-0.3	-5.3	0.0
Cc1ccc(S(=O)(=O)N2CCN(C(=O)c3ccc(N4CCC(C)CC4)c([N+](=O)[O-])c3)CC2)cc1	-3.8	-3.9	2.5	2.2	-0.1	-3.3	0.9	1.0	-5.0	0.6
COc1cccc(CNc2nc3cc(-c4ccc(OC)c(OC)c4)sc3c(=O)n2C)c1	6.5	5.7	-1.4	-8.1	1.4	-9.7	-10.4	-13.4	3.2	-2.2
Cc1ccc(NCC(=O)N=Nc2c(O)[nH]c3ccc([N+](=O)[O-])cc23)cc1	-0.3	-10.0	0.0	5.8	-10.0	-5.3	-1.7	-3.7	-0.6	-0.5
COc1ccc(CNC(=O)CCSc2nc(-c3ccc4c(c3)OCO4)cc(C(F)(F)F)n2)cc1	5.6	1.4	4.3	-5.6	0.9	-28.9	-24.6	-8.4	3.2	-1.8
O=C(Cc1n[nH]c(=O)c2ccccc12)Nc1cc(Cl)ccc1-n1cncn1	-5.1	1.8	-0.9	1.5	2.8	-2.2	7.5	-2.5	3.9	-0.2
COc1ccc(CCN(C)C(=O)C2CCN(Cc3cccc(OC)c3OC)CC2)cc1OC	2.4	5.7	-0.8	10.2	5.7	1.9	4.4	-6.6	-0.7	-0.2

No enrichment for hits (roughly 4.1% active in at least one column).
